Dynein cargo inh = inhibitors of GR-EGFP nuclear translocation, primary screen, dynein cargo transport inhibitor project, imaging, high-content, 3617.4 mouse cells. z-score, hits read low. test concentration mostly 20 µM; stimulated with dexamethasone, 1 µM; hits give low values. 220,000 compounds, 0.47% hits. AID 1381, 2008;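 active means plate z-score of nuclear minus cytoplasmic receptor signal below a set negative limit, without overly bright fluorescence or cell loss, cut at about -3.5 in these data, passing the limit was not always enough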;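 further: z-score of nuclear minus cytoplasmic ring GR-EGFP intensity difference per well; some compounds called inactive have numbers as strong as hits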
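medium = tetracycline-free induction medium containing charcoal-stripped FBS | probe or stimulus = dexamethasone, 1.0 µM final | timing = 48 h induction, then 1 h compound, then 30 min agonist, 37 °C | detection = automated 10x imaging of fixed Hoechst-stained cells | read-out basis = nuclear versus cytoplasmic GR-EGFP signal, averaged per well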
MT stabilizer = microtubule stabilizers in HeLa cells, primary screen, imaging, high-content imaging; HeLa tubulin immunostaining HCS, 24 h; share of cells brighter than vehicle mean+2SD; 200,000 compounds, 0.83% hits; AID 2205, 2009; % tubulin-high responders, % at 10 µM;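 active means plate Z-score above 3 for both tubulin-high and condensed-nucleus cell shares, with cell loss under 80%, at 10 µM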;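 further: anti alpha tubulin signal scored within the nucleus-defined area of each cell; some results filed as inactive read as strong as hits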
UTI89 phage lysis = inhibition of K1F phage lysis, E. coli UTI89, bacterial capsule biogenesis inhibitors, alamar blue (AID 488966); E. coli UTI89 K1F phage lysis, alamar blue, 2 h; higher % means a stronger effect; inhibition, % at 100 µM, or IC50 in µM where a hit was titrated; 340,000 compounds, 0.02% hits;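 active means phage lysis inhibition, versus mean bacterial control, above a set limit; inconclusive means no clear call, values can overlap the other calls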;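 further: capsule biogenesis inhibitors block K1F phage lysis so surviving cells raise fluorescence; higher fluorescence means more inhibition of phage lysis; actives were called in the ten point dose series up to 300 µM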
Insulin prom up = insulin promoter activators in MIN6 cells, imaging, high-content screening, mouse beta cells | MIN6 insulin promoter-GFP reporter; hits give high values | z-score at 5 µM | 190,000 compounds, 0.3% hits;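 active means z-score above 3 at 5 µM with at least 500 cells counted in the well; inconclusive means wells under 500 cells, flagged as cytotoxic or low count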
CSM14.1 death rescue = rescue of cells from ER stress-induced death, primary screen, 384-well, CSM14.1, thapsigargin, ATP luminescence (AID 1222); cellular ATP content (survival), % at 20 µM; hits with a dose series show EC50 in µM; CSM14.1 thapsigargin-induced death rescue, ATP luminescence; higher % means a stronger effect; 190,000 tested, under 10 active;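 active means EC50 below 50 µM in the dose-response confirmation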;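 further: death triggered by thapsigargin at about 15 µM added after 2 h compound pretreatment; cell ATP read after overnight thapsigargin exposure of roughly 18 to 22 hours; normalized against plate controls of thapsigargin alone and 5% DMSO vehicle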
b-catenin transl = modulators of beta-catenin nuclear translocation, primary screen, imaging, HeLa cells, immunofluorescence, high-content. AID 1665, 2009. nuclear translocation activity, % at 5 µM. 190,000 compounds, 0.3% hits;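 active means nuclear translocation activity above 50% at 5 µM, with a well cell count of 50 or more; inconclusive means wells under 50 cells across six images, flagged as toxic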;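 further: per-cell ratio of nuclear to cytoplasmic median beta-catenin stain intensity; plate controls were DMSO negative control for no effect and GSK-3 inhibitor IX positive control for full effect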
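System: Human HeLa cells, endogenous beta-catenin | Compound dosing: 5 µM primary, 0.02–20 µM confirmation | Timing: 24 h compound exposure at 37°C, 5% CO2 | Measured by: Fluorescence imaging of beta-catenin antibody stain plus DAPI | Read-out basis: % activation of per-cell nuclear versus cytoplasmic median beta-catenin signal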
M17LAP inhibition = P. falciparum M17LAP inhibitors, primary screen, biochemical, fluorogenic H-Leu-NHMec substrate, 1536-well (AID 1619); 220,000 compounds, 0.38% hits; inhibition, % at 30 µM; hits with a dose series show IC50 in µM; recombinant M17LAP, H-Leu-NHMec fluorogenic kinetic assay; higher % means a stronger effect;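 active means compound inhibiting the enzyme by more than half at any dose during confirmatory dose-response retesting; inconclusive means strong single-dose inhibitors picked by rank but not retested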;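 further: plate controls were full reaction with DMSO carrier for no effect and no enzyme background for full effect; strong numbers were not always called active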
Autophagy mod = autophagy modulators in MEF cells, primary screen, imaging, high-content, MEF GFP-LC3. 190,000 compounds, 0.98% hits. calls only at 10 µM (by protocol). MEF GFP-LC3 puncta imaging; test concentration mostly 10 µM. AID 463193, 2010;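 active means percentage of spot-positive cells more than 3 SD above its plate mean, without a fluorescence outlier flag or 80% toxicity; inconclusive means no clear call, values can overlap the other calls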;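 further: spot-positive cell cutoff set from DMSO-treated cells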
M1AAP inhibition = P. falciparum M1AAP inhibitors, biochemical, fluorogenic H-Leu-NHMec substrate, 1536-well (AID 1445). 220,000 compounds, 0.42% hits. recombinant M1AAP, H-Leu-NHMec fluorogenic kinetic assay; higher % means a stronger effect. inhibition, % at 30 µM; hits with a dose series show IC50 in µM. Aminopeptidase N (Plasmodium falciparum (isolate 3D7));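 active means primary inhibition above the hit cutoff, then over 50% inhibition at one or more dose response concentrations, cut at about 23% in these data, passing the limit was not always enough; inconclusive means conflicting primary data, or primary hits not chosen for dose response; inactive means low primary inhibition, or under 50% at every dose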;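 further: plate controls were DMSO full reaction for no effect and no enzyme background for full effect; strong numbers were not always called active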
Dynein cargo inh cytoplasmic EGFP = recorded beside Dynein cargo inh, whose call it bears; z-score; measured here: cytoplasmic GR-EGFP intensity; hits give high values
Dynein cargo inh nuclear GR-EGFP = recorded beside Dynein cargo inh, whose call it bears; z-score; measured here: nuclear GR-EGFP intensity;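 lower value marks the stronger effect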
Dynein cargo inh cell count = recorded beside Dynein cargo inh, whose call it bears; z-score; measured here: cell count per field
Insulin prom up cell count = recorded beside Insulin prom up, whose call it bears; cell count; measured here: cytotoxicity, nuclei count;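 total cells summed across four imaged fields per well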
b-catenin transl cell count 5 µM = second read-out of b-catenin transl, no call of its own (marks repeat the call); cell count; measured here: cell count, cytotoxicity flag
MT stabilizer Hoechst-high % = recorded beside MT stabilizer, whose call it bears; % Hoechst-high responders; measured here: nuclear condensation Hoechst responders;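 share of cells brighter than vehicle mean plus two SD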
MT stabilizer cytotoxicity % = second read-out of MT stabilizer, no call of its own (marks repeat the call); toxicity, %; measured here: cytotoxicity by cell density;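 0% = mean cell density of plate MIN control wells and 100% = no cells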
Autophagy mod cell loss 18 h = recorded beside Autophagy mod, whose call it bears; toxicity, %; measured here: cell loss, nuclei count;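 cell loss after 18 h compound exposure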
The depositor's hits bear a star; i = inactive; u = inconclusive; x = no result given; [ ] = remark or other dose.

SMILES | Dynein cargo inh | Dynein cargo inh cytoplasmic EGFP | Dynein cargo inh nuclear GR-EGFP | Dynein cargo inh cell count | MT stabilizer | MT stabilizer Hoechst-high % | MT stabilizer cytotoxicity % | UTI89 phage lysis | Insulin prom up | Insulin prom up cell count | CSM14.1 death rescue | b-catenin transl | b-catenin transl cell count 5 µM | M17LAP inhibition | Autophagy mod | Autophagy mod cell loss 18 h | M1AAP inhibition
NS(=O)(=O)c1ccc(NC(=O)N[C@@H](Cc2ccccc2)C(=O)O)cc1 | -1.5 | -0.27 | -1.2 | 0.28 | 2.9 | 1.7 | 0.9 | 0.5% | 0.16 | 1204 | -0.4% | -1.6 | 1173 | 10% | i | -5 | -2%
CC(C)c1ccc(NC(=O)NC2CC3CCC(C2)N3Cc2cccs2)cc1 (stereo unspecified) | -1.4 | -0.24 | -0.7 | 1.1 | 1.4 | 2.0 | 11 | 0.6% | -0.13 | 1226 | -0.9% | 0.4 | 1088 | 5% | i | -26 | 2%
COc1ccc2c(c1OC)C(=O)N(c1cccc(C)c1)C2 | 0.26 | -0.22 | -0.022 | -0.34 | 3.0 | 2.6 | 12 | 4.7% | -0.71 | 1168 | -5.2% | x | x | -14% | i | 41 | 5%
Cc1cc(=O)[nH]c(SCC(=O)NCC2CCCCC2)c1C#N | 0.62 | -0.26 | 0.99 | -1.1 | 3.9 | 3.8 | 5.0 | 0.4% | 0.43 | 1265 | 1.7% | -4.3 | 1083 | -4% | i | 7 | -2%
O=C(Nn1c(SCc2ccc(F)cc2)nc2ccsc2c1=O)c1ccccc1 | 1.5 | -0.21 | 0.55 | -0.77 | 4.6 | 2.1 | 5.9 | -0.2%[50 µM] | -0.14 | 1472 | 0.1% | 4.4 | 975 | -8% | i | -18 | 56µM*
COc1ccc(-c2cc(C(=O)N3CCN(c4ccccc4)CC3)no2)cc1OC | -0.6 | -0.24 | -0.29 | 0.24 | 3.4 | 2.0 | 4.2 | 0.2% | x | x | -0.5% | 0.4 | 1015 | 0% | i | -1 | 4%
COc1cc(CC(=O)O)c(C(C)=O)cc1OC | 0.12 | -0.22 | 0.039 | 0.22 | 1.0 | 2.0 | 14 | 1.9% | x | x | -2.3% | x | x | -2% | i | -7 | 2%
Cn1c(=O)oc2cc(S(=O)(=O)NCC3CCCO3)ccc21 (stereo unspecified) | -1.9 | 4.6 | -0.47 | -0.26 | 2.9 | 2.1 | 4.5 | -0.3% | x | x | x | x | x | x | i | -5 | x
COc1ccc(/C=C/C(=O)C2CC2)cc1COc1c(C)cccc1C | -0.67 | -0.17 | -0.46 | 0.95 | 1.7 | 2.6 | 6.4 | -0.1% | 0.74 | 1107 | -0.8% | 2.0 | 1028 | 11% | i | 0 | 6%
CN1CCCCCC1=Nc1ccccc1C#N | -0.2 | -0.21 | -0.1 | 0.45 | 1.4 | 1.4 | 2.8 | 0.0% | 1.9 | 1500 | -0.2% | -7.9 | 941 | -2% | i | 34 | -1%

Records above printed as active in M1AAP inhibition:
SMILES	Dynein cargo inh	Dynein cargo inh cytoplasmic EGFP	Dynein cargo inh nuclear GR-EGFP	Dynein cargo inh cell count	MT stabilizer Hoechst-high %	M17LAP inhibition	M1AAP inhibition
O=C(Nn1c(SCc2ccc(F)cc2)nc2ccsc2c1=O)c1ccccc1	1.5	-0.21	0.55	-0.77	2.1	-8%	56µM*

Going on with the list.
SMILES | Dynein cargo inh | Dynein cargo inh cytoplasmic EGFP | Dynein cargo inh nuclear GR-EGFP | Dynein cargo inh cell count | MT stabilizer | MT stabilizer Hoechst-high % | MT stabilizer cytotoxicity % | UTI89 phage lysis | Insulin prom up | Insulin prom up cell count | CSM14.1 death rescue | b-catenin transl | b-catenin transl cell count 5 µM | M17LAP inhibition | Autophagy mod | Autophagy mod cell loss 18 h | M1AAP inhibition
CC(=O)c1ccc(NC(=O)C(C)NCc2ccc(Cl)cc2)cc1 (stereo unspecified) | 1.2 | -0.17 | 0.78 | -0.19 | 3.5 | 1.6 | 2.7 | -0.7% | -0.25 | 1268 | -0.4% | -4.4 | 1097 | 12% | i | 27 | -4%
NC(=O)CSc1nc2c(sc3ccccc32)c(=O)n1CCCN1CCOCC1 | -1 | -0.17 | -0.22 | 0.4 | 2.6 | 2.7 | 10 | -0.2% | -0.24 | 1426 | 1.1% | -0.9 | 1010 | -3% | i | 12 | 4%
COC(=O)C1=C(C)N=c2s/c(=C3\C(=O)Nc4ccccc43)c(=O)n2C1c1ccccc1 (stereo unspecified) | -1 | -0.18 | -0.47 | 0.27 | 4.3 | 2.7 | 8.1 | x | u | x | -1.7% | -1.1 | 1247 | 9% | i | -5 | 5%
CCOC(=O)CN1CC23C=CC(O2)C(C(=O)O)C3C1=O (stereo unspecified) | 0.4 | -0.18 | 0.22 | -0.051 | 5.7 | 2.6 | 6.3 | -1.4% | 0.07 | 942 | -0.5% | x | x | 3% | x | x | 5%
Cc1cccc(-c2nc(CSCC(=O)NCc3cccs3)c(C)o2)c1 | 0.0072 | -0.21 | 0.63 | 0.96 | 1.1 | 0.7 | 4.3 | -0.3% | -0.03 | 903 | 0.3% | 0.2 | 1260 | 7% | i | -7 | 6%
CN(C(=S)Nc1ccc(F)cc1)C1(c2ccccc2Cl)CCCCC1=O (stereo unspecified) | 0.29 | -0.24 | -0.81 | 1.4 | 3.0 | 2.3 | 4.7 | 5.2% | -0.9 | 1349 | -0.8% | -1.0 | 1402 | -7% | i | 2 | 0%
O=C(O)c1[nH]c2ccc(Cl)cc2c1CC(=O)N1CCN(C(=O)c2ccco2)CC1 | -1.1 | 0.056 | -0.51 | 0.035 | 3.9 | 1.8 | 4.1 | 0.7% | 0.25 | 1209 | x | -1.6 | 1114 | 2% | i | -1 | -3%
CCOc1ccc(/C=N/NC(=S)NC2CC3C=CC2C3)cc1 (stereo unspecified) | 0.083 | -0.24 | -0.18 | 0.45 | x | x | x | x | -0.59 | 1384 | x | 2.3 | 1123 | -1% | x | x | 10%
CCOC(=O)c1c(C)[nH]c(C)c1C(=O)CSc1nc2ccccc2c(=O)n1-c1ccc(CC)cc1 | -0.01 | -0.33 | -0.32 | 0.52 | 4.4 | 2.8 | 0.0 | 1.8% | x | x | -4.3% | 1.5 | 838 | 3% | i | -2 | 5%
O=C(Nc1cccc(Cl)c1)Nc1ccccc1NS(=O)(=O)c1cccs1 | -0.9 | -0.29 | -0.86 | 0.82 | 2.5 | 3.1 | 2.8 | 0.4% | -0.17 | 1214 | 0.5% | -4.7 | 613 | 19% | i | 10 | -3%
CC(NC(=O)C(=O)N/N=C/c1ccc(Cl)cc1)c1ccccc1 (stereo unspecified) | 0.91 | -0.28 | 0.36 | -0.042 | 2.0 | 1.9 | 2.4 | 0.1% | 0.31 | 1210 | x | -1.1 | 1098 | -4% | i | -21 | 2%
CCOC(=O)/C(C#N)=N/Nc1c(S(=O)(=O)Cc2ccco2)csc1C(=O)OC | -0.27 | -0.21 | -0.19 | 0.048 | x | x | x | 0.3% | 0.55 | 1386 | x | -0.7 | 1198 | 6% | x | x | 6%
O=C(Nc1cccc(C(F)(F)F)c1)C(Sc1ncnc2ccccc12)c1ccccc1 (stereo unspecified) | -1.2 | -0.15 | -0.76 | 0.13 | 2.7 | 2.5 | 5.6 | 2.1% | 1.1 | 1427 | 3.5% | -1.0 | 1030 | -1% | i | 8 | 2%
CC1=C/C(=N\NC(=S)NCCc2ccccc2)CC(C)(C)C1 | -0.62 | -0.34 | -0.32 | 2 | 1.4 | 1.6 | 9.1 | 0.4% | -0.59 | 1431 | -0.1% | -3.5 | 1112 | 8% | i | -20 | -5%
COc1ccc(C2CC(=O)C=C(NC3CCCC3)C2)cc1 (stereo unspecified) | 0.43 | -0.24 | 0.054 | 0.15 | 3.3 | 2.4 | 6.9 | 1.2% | x | x | -1.4% | 6.7 | 438 | 34% | i | 4 | 1%
c1ccc(-c2nnc(OCC3CCCO3)c3ccccc23)cc1 (stereo unspecified) | -0.45 | -0.29 | -0.16 | 0.23 | 5.0 | 1.8 | 7.0 | 0.0% | 0.15 | 1497 | 2.7% | -4.7 | 1102 | 3% | i | 19 | -1%
O=c1cc2n(c(=O)[nH]1)CCC1=C2CCCC1 | -1.2 | -0.3 | -0.93 | -0.16 | 5.0 | 2.5 | 3.3 | 0.8% | -0.56 | 1084 | -0.6% | 1.2 | 1069 | 0% | i | 7 | -4%
COc1cccc(OC)c1C(=O)N1CCOCC1 | 3.1 | -0.19 | 1.9 | -1.6 | 3.7 | 2.4 | 13 | 0.2% | x | x | -0.7% | -1.8 | 1246 | -4% | i | 1 | -2%
O=C(CCC(=O)c1ccc(Br)cc1)Nc1cccnc1 | -0.83 | 0.19 | -0.31 | 0.96 | 3.1 | 1.1 | 8.6 | 0.0% | -0.19 | 1497 | 1.3% | 0.4 | 1483 | -1% | i | 9 | 5%

From PubChem BioAssay
